CF NFkB inh – inhibitors of cystic fibrosis induced NF-kB. inhibition, % at 5 µM. KKLEB NF-kB-GFP reporter, PAF-induced, GFP fluorescence overnight. 360,000 tested, 0.86% active;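 active = at least 50% inhibition at 5 µM, scaled per plate between neutral and stimulator controls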;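 note: PAF is a Pseudomonas aeruginosa culture filtrate used as stimulus; plate controls were PAF-stimulated DMSO wells for no effect and unstimulated DMSO wells for full effect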
NR2E3 ag-1 – agonists of human nuclear receptor NR2E3; Q9Y5X4; GST-NR2E3/biotin-RetCOR TR-FRET, 1536-well; inhibition of corepressor binding, % at 4.78 µM; 320,000 tested, 0.12% active; AID 2300;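 active = percent inhibition above the cutoff of mean plus 3 SD of all tested compounds, set per screening campaign, cut at about 20% in these data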;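 note: 0% = DMSO wells and 100% = biotin wells as full block of FRET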
Target sequence (Q9Y5X4 whole entry, looked up): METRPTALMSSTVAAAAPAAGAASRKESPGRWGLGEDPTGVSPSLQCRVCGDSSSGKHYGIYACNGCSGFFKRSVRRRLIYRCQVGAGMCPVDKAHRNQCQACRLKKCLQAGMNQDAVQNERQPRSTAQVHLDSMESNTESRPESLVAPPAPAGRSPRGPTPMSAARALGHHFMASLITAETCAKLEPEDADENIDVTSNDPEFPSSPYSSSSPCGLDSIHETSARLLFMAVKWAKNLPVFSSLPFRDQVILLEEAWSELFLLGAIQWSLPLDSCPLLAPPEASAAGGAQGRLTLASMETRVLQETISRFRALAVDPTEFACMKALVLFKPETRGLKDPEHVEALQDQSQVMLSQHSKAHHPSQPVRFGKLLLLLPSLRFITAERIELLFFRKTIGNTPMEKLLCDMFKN
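Format: 1536-well format; test system: GST-NR2E3 and biotin-RetCOR proteins; read-out basis: percent inhibition of TR-FRET ratio; timing: 5 h incubation at 4 °C; detection: time-resolved FRET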
Shn3 3UTR inh – reduces Shn3 3'UTR luciferase signal in osteoblasts. Clone20 osteoblast Shn3 3'UTR firefly luciferase, 24 h. inhibition, % at 12.5 µM. 360,000 tested, 0.52% active;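 active = mean inhibition of at least 75% with every replicate also reaching 75%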;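 note: 0% = median of neutral control wells and 100% = pilot-screen positive control compound; some compounds past the cut are filed as inactive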
iPSC survival up – enhancers of human iPSC single-cell survival | hiPSC single-cell survival, ATPlite luminescence; 100% = ROCK inhibitor wells, 0% = DMSO | survival enhancement, % at 20 µM | 360,000 tested, 0.044% active; in the data active = survival enhancement above about 18%;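 note: cells exposed to compounds for 16 hours before the ATP read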
TRPM1 prom inh – MITF TRPM1 promoter inhibition in SK-MEL-5 cells. SK-MEL-5 TRPM1 promoter luciferase, 24 h. 330,000 tested, 0.83% active. inhibition, % at 12.5 µM;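 active = mean inhibition across replicates of 60% or more, whatever share of single replicates reaches that level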; note: values of inactives mirror those of a sister screen read the other way
aDG glyco up – increases alpha dystroglycan glycosylation; activation, % at 10 µM; 360,000 tested, 0.22% active; Pro5-aDG cells, alpha-DG glycosylation AlphaScreen (IIH6); 0% Pro5, 100% B10-LARGE cell signal;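 active = activation of at least 8% versus controls, or a plate z-score of at least 8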;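 note: Pro5 are CHO cells carrying HIG-tagged alpha-DG that lacks glycosylation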
KKLEB cytotox – CF airway cell cytotoxicity counter-screen. KKLEB CF airway cells viability, ATPlite luminescence, overnight; stronger effect = lower value; cells stimulated with P. aeruginosa culture filtrate. activity change (cytotoxicity), % at 5 µM. 360,000 tested, 0.36% active. AID 602141;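 active = corrected activity change at or below -50% at 5 µM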
HIF-2a inh – blocks HIF-2a reporter activity. 786-0 RCC cells HIF-2a reporter, luciferase luminescence, overnight. inhibition, % at 18.8 µM. 360,000 tested, 0.72% active;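 active = inhibition of the luminescence signal of 40% or more relative to plate controls, in a single-dose primary screen at 18.75 µM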
TWEAK Fn14 block – inhibitors of TWEAK-Fn14 interaction signaling | TWEAK-stimulated Fn14 reporter cells, luciferase luminescence, 8 h | inhibition, % at 10 µM | 360,000 tested, 2% active | AID 1159606; in the data active = inhibition above about 50%
Peg3 promoter – Peg3 promoter activity inhibition; HeLa PEG-Prom luciferase reporter, luminescence, overnight; inhibition, % at 20 µM; 360,000 tested, 1.7% active;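 active = inhibition of at least 50% at 20 µM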
NR2E3 ag-2 – human photoreceptor-specific nuclear receptor agonism. Q9Y5X4. CHO-S Gal4-NCOR/VP16-NR2E3 two-hybrid, luciferase. inhibition of corepressor binding, % at 3.98 µM. 360,000 tested, 0.35% active. AID 602229;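 active = inhibition above the mean of all tested compounds plus 3 SD, cut at about 70% in these data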;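 note: 0% = DMSO with NR2E3 transfected cells and 100% = cells lacking NR2E3 construct; higher means lower luciferase signal from less NR2E3 corepressor binding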
* hit, by the source's call; . = not tested or not shown.

SMILES	CF NFkB inh	NR2E3 ag-1	Shn3 3UTR inh	iPSC survival up	TRPM1 prom inh	aDG glyco up	KKLEB cytotox	HIF-2a inh	TWEAK Fn14 block	Peg3 promoter	NR2E3 ag-2
Cc1ccc(C(=O)N2CCCC(CCC(=O)N3CCN(c4ccccn4)CC3)C2)s1 (stereo not drawn)	6.7	0.2	13.8	0.2	-6.4	0.1	-4.4	-9.9	4.4	7.3	-23.4
COc1ccc(C(=O)CNc2ccccc2C#N)cc1	-15.0	-0.7	-46.5	1.0	-60.4	-0.1	3.0	-215.9	24.4	-93.8	-64.2
CCn1c(SCc2nc(N)nc(N3CCCCC3)n2)nc2c1c(=O)n(C)c(=O)n2C	12.4	-0.8	12.3	0.6	5.9	0.2	-14.4	14.7	4.5	15.7	-12.0
COc1ccc(C(CNC(=O)c2cc3ccccc3o2)N2CCCCC2)cc1 (stereo not drawn)	-13.1	2.6	11.3	0.9	-3.9	0.0	-8.9	12.4	-17.2	7.1	6.2
CCOc1ccc(N2CC(C(=O)Nc3ccc4c(c3)OCCO4)CC2=O)cc1 (stereo not drawn)	14.4	-1.4	21.1	-0.1	3.1	0.0	-8.5	14.6	77.8*	39.5	4.5
Cc1cnc(NC(=O)CCNC(=O)c2ccc([N+](=O)[O-])cc2)s1	0.0	-3.0	0.0	-2.1	10.5	0.1	-5.9	16.7	6.2	6.7	-1.7
CNC[C@@H](C)NC[C@@H](Cc1ccccc1)NCCc1ccccc1	-2.7	1.7	17.1	-3.9	-18.0	-0.1	-25.2	3.9	0.3	-0.7	14.2
COc1cc(NC(=O)COc2ccccc2)c(OC)cc1NC(C)=O	8.7	-0.6	-33.3	0.4	-6.3	-0.1	-0.8	-22.9	-15.0	-6.9	-12.7
COC(=O)C1=C(C)N(Cc2ccco2)C(=O)N[C@@H]1c1ccccc1	-3.8	2.5	18.6	0.8	.	-0.1	-6.4	5.9	16.9	2.5	3.7
CN(C)c1ccc(/C=N/Nc2cccc(C(=O)O)c2)cc1	13.7	1.7	92.2*	-0.2	84.0*	0.1	2.0	24.6	-13.9	-161.7	-153.9
CCOC(=O)c1cc(-c2ccco2)nn1-c1ccc(C)cc1	-2.2	7.2	11.3	-0.2	-5.2	0.2	2.9	-7.7	-3.8	-2.8	-15.1
O=C(CNC(=O)OCc1ccccc1)NC1CCCCCCC1	-5.0	0.2	-31.3	0.1	2.0	-0.2	-9.5	0.1	-1.4	-7.0	-15.2
Cc1ccc(NC(=O)CN(C)C(=O)CSc2ncc(C(F)(F)F)cc2Cl)cc1	-0.5	-0.9	-3.5	-1.8	2.8	-0.1	-6.6	14.6	19.1	-3.4	22.1
Cc1ccc(NC(=O)Cc2ncc(C(F)(F)F)cc2Cl)cc1Cl	9.4	1.5	5.3	2.0	0.0	0.2	-13.2	-44.3	-38.4	-11.4	-29.8
CC(C)NC(=O)N(C)C[C@H]1OCc2cnnn2CCCC(=O)N([C@H](C)CO)C[C@H]1C	-1.8	.	-15.6	1.0	.	0.2	-5.5	9.3	9.1	-8.6	-14.6
CCCOC(=O)CSc1nnc(-c2cc(OC)c(OC)c(OC)c2)o1	-10.7	1.8	-5.3	-1.0	11.5	0.0	10.4	24.0	-7.9	9.6	-27.7
O=C(NC1CCCCC1)C1Cc2ccccc2CN1S(=O)(=O)c1ccc(F)cc1 (stereo not drawn)	9.8	2.4	-5.2	-3.5	6.5	0.4	3.9	-10.3	2.4	15.1	-11.7
O=C(O)c1cc(OCc2ccccc2)cc(OCc2ccccc2)c1	-6.3	0.3	-7.3	-0.7	8.2	-0.2	-2.6	21.3	8.0	9.0	-17.1
CCOC(=O)/C=C1\SCC(=O)N1CC(=O)NC12CC3CC(CC(C3)C1)C2	3.6	2.1	8.0	0.3	-9.6	0.1	-4.1	7.5	-12.1	5.1	-11.6
COC(=O)c1ccccc1NC(=O)c1cnn2cccnc12	-4.4	1.2	15.3	-0.5	-3.3	0.0	8.1	13.1	-6.0	-6.0	4.8
CCOc1ccccc1N(CC(=O)NCCc1ccc(OC)cc1)S(=O)(=O)c1ccc(C)cc1	-30.6	.	15.1	-1.6	.	0.3	19.4	26.7	21.5	14.0	7.9
COc1ccc(C(=O)COC(=O)Cn2cnc3c2c(=O)n(C)c(=O)n3C)c(OC)c1	-7.3	-3.6	4.6	-0.3	-8.0	-0.1	1.4	10.9	-0.4	-3.8	-20.1
CSc1cc(-c2ccccc2)n(C)c(=O)c1C#N	-20.5	3.6	4.5	-0.3	-8.6	0.2	-1.9	-1.4	-16.1	-2.7	-26.9
COc1ccc(/C=N\N=C2/SC(CC(=O)O)C(=O)N2c2ccc(O)cc2)cc1 (stereo not drawn)	-2.1	-1.6	8.6	-0.1	10.8	-0.3	-15.3	5.0	-17.9	5.4	19.6
Cc1ccc2c(CN3CCN(CCO)CC3)cc(=O)oc2c1C	-1.3	4.2	-5.4	4.2	-3.4	-0.3	9.7	11.1	-40.9	-2.9	-6.3
COc1cccc(CC2(CO)CCN(S(=O)(=O)c3ccc(OC)cc3OC)CC2)c1	-10.1	2.2	0.7	1.4	3.4	0.0	0.4	12.8	-13.7	18.3	-10.2
COc1ccc(C(=O)O)cc1NC(=S)NC(=O)Cc1ccc(Cl)cc1	1.1	0.5	4.1	0.0	-0.4	-0.1	6.8	22.3	8.9	1.0	-16.8
CCN(CC)CCCNC(=O)CSc1nc(-c2ccc(F)cc2)cc(C(F)(F)F)n1	6.6	3.4	5.1	-0.4	-9.7	-0.1	7.2	2.3	-5.4	8.1	-22.0
O=C(NCc1cnc2ccccn12)C1CCC(=O)N(Cc2cccc(F)c2)C1 (stereo not drawn)	15.5	2.1	8.5	0.1	1.7	0.2	5.5	-2.0	4.8	9.9	2.1
COCc1ccc(C(=O)Nc2ccccc2C(=O)NCc2cccnc2)cc1	4.7	6.1	-4.8	-0.3	1.6	-0.1	-5.4	-9.2	-12.4	-0.8	-34.9
Cc1onc(-c2ccccc2)c1-c1nc2ccccc2c(=O)o1	34.9	3.4	0.9	0.2	22.1	-0.3	-18.7	12.7	-30.4	9.8	-26.0
CCN(CC)CCn1c(NCc2cc(OC)ccc2OC)nc2ccccc21	-14.7	-1.1	16.4	-1.0	-3.9	0.7	2.9	2.5	-29.1	-8.4	-25.3
O=C(c1cccc(OC2CCN(Cc3ccc(F)cc3)CC2)c1)N1CCCC1	4.9	.	11.8	-0.5	4.0	0.2	-2.7	4.6	0.0	12.2	-15.6
CC(Nc1ccc(Cl)c(Cl)c1)C(=O)NN (stereo not drawn)	-3.6	-1.4	-11.0	-0.4	-3.9	0.0	-1.4	18.5	8.5	-3.5	-21.8
O=C(Cc1ccc(Cl)cc1)Nc1ccc(S(=O)(=O)Nc2cnc3ccccc3n2)cc1	-53.2	3.5	11.3	-2.7	3.4	0.2	10.0	27.9	-47.3	-1.6	-6.9
Cc1ccc(NC(=O)C2COc3ccccc3O2)nc1 (stereo not drawn)	-9.4	5.3	-52.3	-2.6	-26.1	-0.3	-0.8	-218.6	-9.7	-234.9	-23.2
COc1ccc(C(O)c2ncc(-c3ccccc3Cl)[nH]2)cc1F (stereo not drawn)	25.2	.	-0.3	-2.4	.	1.2	-8.5	-4.8	6.8	10.2	19.4
CC(OCc1ccccc1)C(NC(=O)OC(C)(C)C)C(=O)NCC1CCCO1 (stereo not drawn)	6.8	-0.1	-1.7	2.7	4.7	0.0	7.8	-0.3	-10.8	-2.3	11.2
COC(=O)N/N=C/c1cn(CCOc2ccccc2OC)c2ccccc12	-6.3	-2.8	22.5	0.2	3.0	0.8	7.2	-2.3	-27.5	1.3	-59.7
CN(C)CCCNC(=O)C(=O)Nc1cc2c3c(c1)CC(=O)N3CCC2	3.4	-0.5	-8.7	-0.2	-2.7	-0.1	-2.7	2.2	10.3	-10.6	-10.4
COc1ccc(CC(=O)NNC(=S)Nc2ccc(Br)cc2)cc1	8.0	2.3	10.3	-1.5	-12.2	0.0	-5.0	13.1	10.6	14.1	-7.9
Cc1ccc(S(=O)(=O)N(C)c2ccc(C(=O)N3CCOCC3)cc2)cc1	3.8	3.0	7.9	0.1	-3.9	0.0	8.3	6.2	-15.2	19.3	-3.6
CSc1nnc(-c2ccc(NC(N)=S)cc2)o1	-13.2	2.1	-13.9	-1.0	0.3	0.2	-3.2	-23.7	5.2	-22.0	-8.8
COc1cc(C(=O)NCc2nnc(SCC(=O)NCc3ccccc3)o2)cc(OC)c1OC	-0.9	2.5	7.9	-2.2	13.7	0.3	-3.0	10.2	33.8	-10.0	30.4
CCOC(=O)c1cc([N+](=O)[O-])cc([N+](=O)[O-])c1Sc1ncnc2nc[nH]c12	17.6	.	95.7*	-0.5	106.6*	0.2	-28.2	83.2*	0.2	98.3*	-10.3
Nc1ccc(N=Nc2ccccc2)cc1[N+](=O)[O-]	-30.5	.	-27.8	-0.8	-41.7	-0.9	-9.7	-209.2	-46.3	-278.2	-80.5
O=C(O)C1C2C=CC(C2)C1C(=O)NCc1ccc(Cl)cc1Cl (stereo not drawn)	5.7	3.4	2.3	0.1	-0.6	-0.1	7.6	19.7	1.6	17.9	-1.2
CC(C)(C)c1ccc(C(=O)NCC(=O)OCC(=O)c2ccc3c(c2)-c2ccccc2C3)cc1	-5.9	-0.1	-3.6	-1.4	-10.9	0.2	10.1	-3.1	-8.3	-10.2	1.3
CC(=O)C(C(c1ccccc1)N1CCOCC1)N1CCOCC1 (stereo not drawn)	-2.1	.	-0.2	-1.7	-16.5	-0.1	14.7	7.3	0.6	11.3	-1.3
Cc1nnc(Sc2c(N)n(C)c(=O)n(C)c2=O)s1	-12.5	-0.4	8.0	-2.2	5.5	-0.1	9.9	16.4	4.2	12.0	-5.0
Cc1nn(CC(=O)NCCc2ccccc2)c(=O)c2cccn12	26.2	-1.3	-3.7	0.5	-3.1	0.0	9.3	-13.1	-20.9	-10.2	2.5
O=C(O)CSCc1nc2ccccc2s1	0.0	1.7	-74.3	0.9	-1.6	0.0	2.7	-130.8	3.9	-95.9	-27.1
Cc1ccc(-n2nc3c(=O)n(CCCC(=O)NCc4ccc(C)o4)nc(C)c3c2C)cc1	4.1	-0.1	30.1	-0.5	32.9	1.2	12.9	1.3	6.3	-3.0	-8.8
O=c1c2ccccc2sn1-c1ccc(S(=O)(=O)N2CCCCC2)cc1	11.4	2.6	-21.1	-0.3	6.3	-0.2	4.9	-13.6	4.9	-15.4	-21.3

Just Shn3 3UTR inh, for two of the compounds above:
SMILES | Shn3 3UTR inh
Cc1nn(CC(=O)NCCc2ccccc2)c(=O)c2cccn12 | -3.7
CC(=O)C(C(c1ccccc1)N1CCOCC1)N1CCOCC1 (stereo not drawn) | -0.2
